EPAC1 antag: antagonists of human EPAC1; O95398; EPAC1 GEF assay, Rap1b-BODIPY-GDP exchange fluorescence; Potency, µM (doses to about 115 µM), for inactives: top-dose activity change, negative = inhibition, usual class: inhibitors; 360,000 tested, 0.14% active; AID 720709;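 also: potency is read from the fitted curve at half-maximal effect; plate controls were vehicle for no effect and positive control for full effect; nearly all actives have a fitted effect of over 50% in size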
WRN inhibitor: WRN helicase (human) inhibition; WRN helicase unwinding, fluorescent forked duplex, kinetic; Potency, µM (highest dose often 114 µM), for inactives: top-dose activity change, negative = inhibition, hits mostly inhibitors; 360,000 tested, 0.46% active; also: potency is read from the fitted curve at half-maximal effect; % is scaled to controls: 0 for no effect and ±100 for the full control effect; nearly all actives have a fitted effect of over 55% in size
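Screening of the MLSMR collection measured strand separation of a quenched forked DNA duplex (100 nM) by 20 nM WRN with 2 mM ATP, all final. Compounds were preincubated with enzyme 15 min at room temperature.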
PI5P4Ka inh: blocks human PI5P4K alpha kinase activity; max response, %; 330,000 tested, 1.2% active; P48426; PI5P4Kalpha enzyme, ADP-Glo luminescence, 60 min; hits give low values; active = max response of -50% or lower; inconclusive = between -30% and -50%; inactive = -30% or higher; also: value at the top dose of about 77 µM; % is scaled to controls: 0 for no effect and ±100 for the full control effect
Target sequence (P48426 whole entry, looked up): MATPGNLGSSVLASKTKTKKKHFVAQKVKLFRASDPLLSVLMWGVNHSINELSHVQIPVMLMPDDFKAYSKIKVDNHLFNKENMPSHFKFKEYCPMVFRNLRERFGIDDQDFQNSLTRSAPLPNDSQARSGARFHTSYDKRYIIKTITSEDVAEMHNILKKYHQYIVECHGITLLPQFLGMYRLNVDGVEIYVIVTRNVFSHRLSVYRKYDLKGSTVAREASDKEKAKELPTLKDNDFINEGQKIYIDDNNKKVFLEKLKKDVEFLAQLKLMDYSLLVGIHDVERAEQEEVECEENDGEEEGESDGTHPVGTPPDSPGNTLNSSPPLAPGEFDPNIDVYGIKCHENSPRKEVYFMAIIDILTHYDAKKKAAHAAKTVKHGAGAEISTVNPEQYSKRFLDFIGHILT
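Enzyme plus substrate dispensed, test compounds pinned in, then ATP (5 microM final) added. After 60 min at RT, ADP-Glo reagent 1 for 45 min and reagent 2 for 30 min preceded luminescence imaging.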
PLK1 PBD block: PLK1 (human) polo-box domain binding inhibition. Potency, µM, for inactives: max response, negative = inhibition, actives largely listed as inhibitors. Plk1 PBD binding of FITC phosphopeptide, fluorescence polarization. 360,000 tested, 2.8% active. P53350; also: potency is read from the fitted curve at half-maximal effect; series mostly up to about 57 µM; % is scaled to controls: 0 for no effect and ±100 for the full control effect; nearly all actives have a fitted effect of over 65% in size
Target sequence (P53350 whole entry, looked up, the tested form may be a part): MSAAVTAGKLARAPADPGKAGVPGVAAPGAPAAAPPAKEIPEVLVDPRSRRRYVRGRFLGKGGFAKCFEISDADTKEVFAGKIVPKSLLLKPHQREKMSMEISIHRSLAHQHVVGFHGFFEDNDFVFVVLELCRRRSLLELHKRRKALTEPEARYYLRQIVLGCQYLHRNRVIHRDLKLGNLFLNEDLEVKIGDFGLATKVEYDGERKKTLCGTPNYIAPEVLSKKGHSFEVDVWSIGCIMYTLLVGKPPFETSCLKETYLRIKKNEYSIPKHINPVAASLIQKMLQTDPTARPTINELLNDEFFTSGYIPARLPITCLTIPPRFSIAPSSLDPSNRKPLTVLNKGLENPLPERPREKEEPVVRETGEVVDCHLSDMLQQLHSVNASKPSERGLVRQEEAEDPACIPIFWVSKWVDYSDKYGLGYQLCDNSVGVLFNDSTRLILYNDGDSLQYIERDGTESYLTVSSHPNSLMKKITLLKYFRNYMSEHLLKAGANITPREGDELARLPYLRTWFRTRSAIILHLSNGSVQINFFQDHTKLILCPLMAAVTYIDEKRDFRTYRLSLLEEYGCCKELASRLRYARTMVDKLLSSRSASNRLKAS
Abeta rescue: compounds reversing amyloid beta toxicity in yeast; yeast expressing A-beta42, growth rescue, OD600, 48 h; response scale: 0% DMSO, 100% iron-clioquinol control; Potency, µM (top dose mostly 46.1 µM), inactives show at the highest dose growth rescue, hits mostly activators; 410,000 tested, 0.063% active; also: potency is read from the fitted curve at half-maximal effect; nearly all actives have a fitted effect of over 55% in size
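Growth rescue measured by 600 nm absorbance after 48 h yeast culture at 30 C with compound. Values normalized between DMSO and an equimolar ferric chloride plus clioquinol control.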
IL2 activator: IL-2 activation | IL-2 activation reporter assay, cell-based qHTS; stimulated with anti-CD3/CD4/CD28 beads; in transgenic mouse T cells | activation, % (series mostly up to about 46 µM) | 360,000 tested, 0.065% active | AID 652025; in the data active = activation above about 50%; inconclusive = mostly about 30% to 49%; also: 0% is about no effect
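Readout is EGFP and DsRed signal by fluorescent plate cytometry after 18 h at 37 degrees C. Transgenic mouse T cells (750/well) received compound for 60 min before bead stimulation (anti-CD3, anti-CD4, anti-CD28); memory T cells served as non-tolerant control.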
EPAC1 agonist: EPAC1 (human) agonism; O95398; EPAC1 agonist qHTS, biochemical assay; response scale: 100% = response to 6.5 mM cAMP; Potency, µM (titrated, usually from 154 µM), without a hit: at the highest dose activation, usual class: activators; 360,000 tested, 0.073% active; AID 720707; also: potency is read from the fitted curve at half-maximal effect; nearly all actives have a fitted effect of over 60% in size
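Fluorescent GDP-exchange assay: 100 nM EPAC1 with 250 nM Rap1B preloaded with BODIPY-GDP and 50 uM GDP; compounds tested as concentration series, 5 min at room temperature, then read every 5 min for 30 min (ex 480/em 540 nm); normalized to 6.5 mM cAMP.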
FUS suppressor: FUS proteinopathy suppression in yeast; S. cerevisiae FUS-expressing, growth rescue, OD600, 24 h; Potency, µM (doses to about 76.6 µM), for the others: at the highest dose growth rescue (activation), usual class: activators; 390,000 tested, 0.24% active; AID 1347120;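 also: potency is read from the fitted curve at half-maximal effect; plate controls were DMSO vehicle for no effect and reference control for full effect; nearly all actives have a fitted effect of over 55% in size; some results filed as inactive show a strong effect at the top dose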
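Absorbance at 600 nm, taken 24hr after compound addition, measured rescue of FUS-yeast growth at 30C. Induction used 2% galactose with seeding at OD 0.005. Controls: CP55940 from 92uM final, DMSO only.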
* = called active by the depositor; u = inconclusive; x = no result given; & = joins results of further samples; [ ] = remark or other dose. Unless noted, calls follow the shape of the dose curve; as a rule, active = well fitted curve in the direction sought with a large enough effect; inconclusive = small, poorly fitted or top-dose-only effect, or another doubt; inactive = no such curve, though single readings can be large; an effect the other way counts as inactive or inconclusive.

SMILES | EPAC1 antag | WRN inhibitor | PI5P4Ka inh | PLK1 PBD block | Abeta rescue | IL2 activator | EPAC1 agonist | FUS suppressor
C=CCNC(=O)C(C#N)c1nc2ccccc2nc1N1CCN(Cc2ccccc2)CC1 (stereo not given) | 19% | 8% | 9 | u | -9% | 67* | 12% | -9%
CCCSc1nc(N2CCOCC2)c2c(c1C#N)CC(C)(C)SC2 | 7% | -4% | 3 | -1% | 5% | 0.7 | 4% | 11%
CCN1CCN(C(=O)c2ccc(Cn3c(=O)[nH]c4cc(OC)c(OC)cc4c3=O)cc2)CC1 | -20% | -1% | x | -8% | 0% | -1.5 | -15% | 11%
O=C(NCc1ccc2c(c1)OCO2)c1c(Cl)cccc1Cl | -20% | -7% | 1 | 3% | -14% | 0.5 | -7% | -2%
COc1ccccc1CNC(=O)CCS(=O)(=O)c1ccc(Cl)cc1 | 3% | -5% | 1 | u | 3% | 0.6 | 9% | 12%
Cc1ccc(S(=O)(=O)N2CC(C(=O)O)=CC[C@H]2c2ccc3c(c2)OCO3)cc1 | -17% | 2% | -1 | -13% | 2% | 0.7 | -12% | 29%
COC(=O)c1ccc(C(=O)OC)c(NC(=O)CN(c2ccc3c(c2)OCO3)S(C)(=O)=O)c1 | -2% | -3% | x | 5% | 25% | -1.6 | 9% | 14%
COc1ccc(C(CNC(=O)c2cccc(S(=O)(=O)Nc3ccc(F)cc3)c2)N2CCCCC2)cc1 (stereo not given) | -30% | -3% | 1 | -5% | -5% | 0.7 | 1% | 31%
O=C(NCC(F)(F)F)c1csc([C@@H]2O[C@H](CO)[C@H](O)[C@H](O)[C@H]2O)n1 | 3% | 1%[57.1 µM] | 3 | -3% | -5% | 0.4 | 8% | -21%
CCc1ccc(-n2c(O)cnc2Nc2nc(C)cc(C)n2)cc1 | -4% | 0% | 0 | 6% | -1% | -1.8 | 9% | -13%
Cc1ccccc1N1Cc2ccccc2C1=O | -29% | 5% | -2 | -3% | 2% | -1.0 | 6% | -2%
Nc1nc2c(ncn2[C@@H]2O[C@H](CNCC3=Cc4cc(O)ccc4OC3)[C@@H](O)[C@H]2O)c(=O)[nH]1 | -10% | -6% | -4 | 1% | 3% | -0.1 | 5% | -8%
CCN(CC(=O)NC(C)C)C(=O)C(CCSC)NC(=O)c1ccccc1OC (stereo not given) | -18% | -1% | 17 | -11% | -8% | 2.1 | -2% | 7%
Cc1cccc(CSc2nc3sc(C)c(C)c3c(=O)n2Cc2ccco2)c1 | -18% | 5% | 3 | -7% | 2% | -0.1 | 0% | -17%
CC(C)S(=O)(=O)c1ccc(C(=O)Nc2ccc(F)cc2F)cn1 | -5% | -6% | -1 | -3% | 4% | 0.3 | -8% | -1%
N#CCCn1cc(C(=O)Nc2ccc(C(=O)O)cc2)c(-c2cc3ccccc3o2)n1 | -9% | -5% | 4 | -3% | -9% | 2.1 | 4% | 16%
COC(=O)C1=NN(C(=O)c2ccc(Br)cc2)C(O)(C(C)(C)C)C1 (stereo not given) | 1% | -16% | 2 | -9% | 5% | -1.2 | -17% | 16%
O=c1[nH]c(/C=C\c2ccc(O)cc2)nc(O)c1[N+](=O)[O-] | -7% | -18%[11.6 µM] | -89* | 4% | -2% | 1.3 | 1% | -20%
CCc1nnc(NC(=O)C2CCCO2)s1 (stereo not given) | -12% | 6% | 2 | -11% | 2% | -3.3 | 3% | -8%
CN1CCN(S(=O)(=O)c2ccccc2)CC1 | 7% | 8% | -4 | -3% | 2% | 0.0 | -4% | 5%
N#C/C(=C\c1ccc(F)c(Cl)c1)S(=O)(=O)c1ccccn1 | 5% | -2% | 0 | 12µM* | -6% | -0.5 | -4% | 12%
COc1ccc(/C=N/Nc2nccnc2Cl)c(OC)c1 | 6% | -3%[57.1 µM] | -3 | -18% | -3% | -0.9 | -10% | -1%
CCN(CC)C(=O)C1=C(C)NC(=O)NC1c1c(F)cccc1Cl (stereo not given) | -12% | 0% | 1 | -8% | 4% | -0.9 | 8% | 19%
CCCCCC(=O)Nc1ccc(C(=O)COC(=O)CN2C(=O)NC3(CCCC3)C2=O)cc1 | 7% | 13% | 2 | -4% | 0% | -1.2 | -4% | 20%
Cc1cccn2cc(-c3ccc(S(=O)(=O)N4CCOCC4)cc3)nc12 | -15% | 1% | -1 | 2% | 7% | -0.4 | 6% | 20%

Next section, starting with the last 2 of the part before.
SMILES | EPAC1 antag | WRN inhibitor | PI5P4Ka inh | PLK1 PBD block | Abeta rescue | IL2 activator | EPAC1 agonist | FUS suppressor
CCCCCC(=O)Nc1ccc(C(=O)COC(=O)CN2C(=O)NC3(CCCC3)C2=O)cc1 | 7% | 13% | 2 | -4% | 0% | -1.2 | -4% | 20%
Cc1cccn2cc(-c3ccc(S(=O)(=O)N4CCOCC4)cc3)nc12 | -15% | 1% | -1 | 2% | 7% | -0.4 | 6% | 20%
C=CCn1c(SCc2nc3sc(C(=O)O)c(C)c3c(=O)[nH]2)nnc1-c1ccc(F)cc1 | -7% | -13% | u | -15% | -3% | -1.9 | -6% | 4%
Cc1ccc2cc(CCNS(=O)(=O)c3ccc(F)cc3)c(=O)[nH]c2c1C | 5% | 0% | -1 | 5% | -6% | -1.7 | -18% | -11%
Cc1ccc(NC(=O)CCC(=O)NNC(=O)COc2ccccc2)cc1C | 2% | -13%[57.1 µM] | -6 | -8% | 12% | 0.2 | -5% | -5%
COCCNc1nc(N)c([N+](=O)[O-])c(NCc2ccccc2)n1 | -1% | 0% | -5 | -3% | -4% | 0.3 | -14% | -6%
C=CCn1c(CNc2ccc(C)cc2)nnc1SCC(=O)N/N=C/c1ccc(O)cc1O | -1% | -10% | -8 | 1% | -25% | 0.2 | 0% | -2%
CNS(=O)(=O)c1ccc(CNC[C@H]2O[C@@H](n3ccc(N)nc3=O)[C@H](O)[C@@H]2O)cc1 | -15% | 5% | -2 | -15% | -8% | -2.6 | -11% | -30%
CC(=NNC1=NCCN1)c1cnn(C2=NCCN2)c1C | -1% | -1% | -14 | 2% | -8% | 0.0 | 1% | -10%
COC(=O)c1cc(-c2ccc(Cl)cc2)n[nH]1 | 2% | 1% | 1 | -23% | -9% | 0.3 | 14% | -23%
O=C(Cn1cc(C(F)(F)F)ccc1=O)N/N=C/c1cccc(Cl)c1Cl | -6% | 0% | 2 | -1% | 6% | -0.1 | 3% | x
Cc1ccc(NS(=O)(=O)c2cc(OCC(N)=O)c(C)cc2Cl)cc1C | -3% | -3% | 1 | -4% | -11% | -0.6 | 2% | 9%
Cc1ccc(-n2nc(C)c3c2C(Br)C(C)(C)CC3=O)nc1 (stereo not given) | -16% | -5% | -26 | -16% | -8% | -0.2 | -2% | 1%
CC(Cc1ccccc1)N(C)C(=O)CN1C(=O)c2ccccc2C1=O (stereo not given) | -10% | -1% | -6 | 2% | 27% | 0.4 | -7% | x
CCOC(=O)CC(NC(=O)Cn1nnc(-c2ccccc2F)n1)c1ccccc1Cl (stereo not given) | -18% | 7% | 1 | -14% | -16%&0% | 1.4 | -14% | -22%&-10%
O=C(O)CN1C(=O)/C(=C\c2cc(Br)ccc2OCc2ccc(F)cc2)SC1=S | u | u | u | 21µM* | -6% | -0.6 | 7% | 25%
CCOP(=O)(OCC)/C(=C/N1CCCCC1)NC(=O)c1ccccc1 | -4% | 12% | -6 | -3% | 9% | -1.1 | -10% | -9%
O=C(NC1CCCC1)c1ncn[nH]1 | 4% | 4% | 1 | -5% | 0% | -4.3 | -2% | x
CN(Cc1ccccc1)C(=O)CN(c1ccc(F)cc1)S(=O)(=O)c1ccc2c(c1)OCCO2 | -6% | 2% | -6 | -1% | 20% | -0.4 | 6% | -5%
CC(=O)N1CCN(c2ccc(NC(=O)c3ccccc3C)cc2)CC1 | -13% | -9% | -8 | 6% | 11% | -1.0 | 3% | -5%
CC(C(=O)Nc1cc(C(F)(F)F)ccc1N1CCOCC1)N1C(=O)C2CCCCC2C1=O (stereo not given) | -6% | -9% | -2 | 0% | 2% | 0.3 | 1% | -4%
N#Cc1c(-c2ccccc2)c(-c2ccccc2)nn(CC(=O)NNC(=O)Nc2ccccc2)c1=O | 0% | -1% | 6 | -2% | 8% | 3.2 | 9% | u
CC(C)(C)C(=O)Nc1cccc(S(=O)(=O)NC2=NCCC2)c1 | -10% | -6% | -4 | -3% | 9% | -0.5 | -76%[inhibitor] | 2%
CCCC(=O)Nc1sc(-c2ccccc2)c(-c2ccccc2)c1C(=O)O | -22% | -8% | -10 | -29% | 17% | -3.3 | -2% | 15%
COc1ccc(C/C(C)=N/NC(=O)c2ccncc2)cc1 | 25% | 1% | -1 | 3% | -14% | 1.5 | -3% | -12%
CSc1ccccc1NC(=O)Cc1ccccc1[N+](=O)[O-] | -14% | 0% | 2 | -9% | 0% | -0.6 | 7% | -26%

7 consecutive records out of the list so far:
SMILES | EPAC1 antag | WRN inhibitor | PI5P4Ka inh | PLK1 PBD block | Abeta rescue | IL2 activator | EPAC1 agonist | FUS suppressor
C=CCn1c(SCc2nc3sc(C(=O)O)c(C)c3c(=O)[nH]2)nnc1-c1ccc(F)cc1 | -7% | -13% | u | -15% | -3% | -1.9 | -6% | 4%
Cc1ccc2cc(CCNS(=O)(=O)c3ccc(F)cc3)c(=O)[nH]c2c1C | 5% | 0% | -1 | 5% | -6% | -1.7 | -18% | -11%
Cc1ccc(NC(=O)CCC(=O)NNC(=O)COc2ccccc2)cc1C | 2% | -13%[57.1 µM] | -6 | -8% | 12% | 0.2 | -5% | -5%
COCCNc1nc(N)c([N+](=O)[O-])c(NCc2ccccc2)n1 | -1% | 0% | -5 | -3% | -4% | 0.3 | -14% | -6%
C=CCn1c(CNc2ccc(C)cc2)nnc1SCC(=O)N/N=C/c1ccc(O)cc1O | -1% | -10% | -8 | 1% | -25% | 0.2 | 0% | -2%
CNS(=O)(=O)c1ccc(CNC[C@H]2O[C@@H](n3ccc(N)nc3=O)[C@H](O)[C@@H]2O)cc1 | -15% | 5% | -2 | -15% | -8% | -2.6 | -11% | -30%
CC(=NNC1=NCCN1)c1cnn(C2=NCCN2)c1C | -1% | -1% | -14 | 2% | -8% | 0.0 | 1% | -10%

Random excerpt: two compounds from above
SMILES | EPAC1 antag | WRN inhibitor | PI5P4Ka inh | PLK1 PBD block | Abeta rescue | IL2 activator | EPAC1 agonist | FUS suppressor
Cc1ccc(-n2nc(C)c3c2C(Br)C(C)(C)CC3=O)nc1 (stereo not given) | -16% | -5% | -26 | -16% | -8% | -0.2 | -2% | 1%
Cc1ccc(NC(=O)CCC(=O)NNC(=O)COc2ccccc2)cc1C | 2% | -13%[57.1 µM] | -6 | -8% | 12% | 0.2 | -5% | -5%
